Source: PubChem BioAssay (Southern Research Specialized Biocontainment Screening Center)
H37Rv inhibition: M. tuberculosis growth inhibition, HTS (AID 449762); inhibition, % at 25 µM, or IC50 in µM where a hit was titrated; M. tuberculosis H37Rv growth inhibition, 7H9 media; higher % means a stronger effect; hit rate 0.59% among 330,000; in the data active = a potency from the dose series; inconclusive = inhibition above about 70% without an active follow-up result;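 note: bacterial growth assessed after seven days of incubation; strong numbers were not always called active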
inhibitors of VEEV: inhibitors of VEEV TC-83 cytopathic effect, confirmation, Vero cells (AID 588727). Vero cells, VEEV TC-83 cytopathic effect inhibition; higher % means a stronger effect. one-dose inhibition, % at 20 µM; IC50 in µM for titrated hits. hit rate 0.13% among 350,000; in the data active = a potency from the dose series; inconclusive = inhibition mostly from about 14% at the one dose, without a potency; inactive = the rest, 99 in 100 with inhibition below about 12%; note: strong numbers were not always called active
PhoP GFP inhibition: PhoP regulon inhibitors, Salmonella typhi PhoP promoter GFP reporter, confirmatory (AID 1850); Salmonella Typhi PhoP-promoter GFP reporter, fluorescence, 4 h; higher % means a stronger effect; inhibition, % at 50 µM; hits with a dose series show IC50 in µM; hit rate 0.33% among 310,000; in the data active = a potency from the dose series; inconclusive = inhibition mostly from about 25% at the one dose, without a potency; inactive = the rest, 99 in 100 with inhibition below about 19%;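 note: 0% = induced wells with vehicle and 100% = uninduced wells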
H1N1 NS1A inhibition: H1N1 influenza NS1A inhibitors, functional cell based assay (AID 504329). NS1A functional cell-based assay, percent inhibition; higher % means a stronger effect. inhibition, % at 12.5 µM; hits with a dose series show IC50 in µM. hit rate 0.3% among 340,000; in the data active = a potency from the dose series; inconclusive = inhibition above about 27% without an active follow-up result; note: strong numbers were not always called active
M. tuberculosis: growth inhibition of non-replicating M. tuberculosis (AID 488890); Mycobacterium tuberculosis non-replicating, growth inhibition; higher % means a stronger effect; inhibition, % at 25 µM; hits with a dose series show IC50 in µM; hit rate 0.39% among 320,000; in the data active = a potency from the dose series; inconclusive = inhibition mostly from about 82% at the one dose, without a potency; inactive = the rest, 99 in 100 with inhibition below about 76%;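 note: plate controls were DMSO cells for no effect and high antibiotic wells for full effect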
inhibitors of VEEV 10K pilot screen: recorded beside inhibitors of VEEV, whose call it bears; inhibition, %; measured here: 10K pilot screen inhibition
An asterisk follows results filed as active; i = inactive; u = inconclusive; x = not tested or not shown; & = joins results of further samples.

SMILES	H37Rv inhibition	inhibitors of VEEV	PhoP GFP inhibition	H1N1 NS1A inhibition	M. tuberculosis	others
Cc1c(C(=O)Nc2ccc(OCc3ccccc3)cc2)cccc1[N+](=O)[O-]	-6.0%	i	-11.5%	1.3%	-4.2%	inhibitors of VEEV 10K pilot screen=0.9
Cc1cccc2cc(C3CC(c4cccs4)=NN3C(=O)CCC(=O)O)c(Cl)nc12 (stereo unspecified)	4.9%	0.2%	-5.8%	-10.0%	2.0%
NC(=O)C1=C[C@H](c2csc3ccccc23)C[C@H](OCc2ccc(CO)cc2)O1	7.4%	8.5%	2.9%	-10.6%	24.9%
CC(=O)Nc1cccc(C(=O)OC(C(=O)c2ccc(C)c(C)c2)c2ccccc2)c1 (stereo unspecified)	u	4.5%	-1.6%	-2.3%	39.6%	inhibitors of VEEV 10K pilot screen=11.0
O=C(Cn1cnc2c(nnn2Cc2ccccc2F)c1=O)NCc1ccco1	-5.8%	0.8%	-0.2%	-1.7%	-6.2%
CCCCNc1ncnc2c1cnn2Cc1ccc(Cl)cc1	10.3%	5.9%	10.6%	-15.6%	22.2%
Cc1sc2ncn(CC(=O)NCC(=O)N3CCN(c4ccc(F)cc4)CC3)c(=O)c2c1C	4.3%	0.3%	-12.2%	1.1%	-1.7%
CCN(CC)S(=O)(=O)c1cccc(NC(=O)c2cccc(S(=O)(=O)N3CCCC3)c2)c1	5.6%	6.7%	x	-14.4%	2.4%
CSc1nsc(SCC(=O)N2CCc3ccccc32)n1	u	1.6%	-1.4%	-4.6%	u
COc1nc2c(C)cccc2cc1-c1noc(-c2ccco2)n1	-3.3%	0.5%	-0.6%	3.5%	-15.2%
CCCCc1nc2n[nH]c(N)c2c2c1CSC(C)(C)C2	6.4%	2.1%	-8.3%	-0.5%	-7.1%
Cc1cc(C)c2c(N)c(C(=O)NCc3ccco3)sc2n1	4.6%	1.2%	-0.5%	3.7%	-1.2%
COc1ccc(CNC(=O)C(c2ccc(C)cc2)N(Cc2cccs2)C(=O)c2ccc3c(c2)OCCO3)cc1 (stereo unspecified)	3.9%	5.1%	-15.4%	9.5%	29.5%
O=C(c1ccncc1)N1N=C(C2CCCCC2)CC1(O)C(F)(F)F (stereo unspecified)	42.0%	x	19.7%	x	25.9%
Cc1cc(OC(F)F)ccc1NC(=O)Nc1ccc2c(c1)OCO2	-7.4%	1.6%	-8.8%	-2.8%	-12.2%
Cc1c(C(=O)OCc2nc3scc(-c4ccccc4)c3c(=O)[nH]2)cccc1[N+](=O)[O-]	-7.4%	3.1%	-1.9%	19.1%	-12.3%
O=C(CCCN1C(=O)c2ccccc2C1=O)NCc1cccnc1	-3.6%	i	-10.5%	-4.2%	0.9%
CCOC(=O)c1c(C)n(-c2ccccc2)c2ccc(O)cc12	-0.9%	2.2%	-13.8%	1.2%	-12.2%
O=C(CCC1CCCC1)NCCS(=O)(=O)N1CCN(c2ccccc2)CC1	15.7%	1.7%	2.4%	-4.0%	71.0%
Nc1ccc(S(=O)(=O)O)cn1	-4.8%&-6.5%&-2.3%	0.9%&0.5%	-8.9%&-6.8%&5.0%	-1.7%&4.8%&2.6%	-5.3%&-7.3%&-22.8%	inhibitors of VEEV 10K pilot screen=1.3
COC(=O)C1=C(C(=O)OC)[C@@H]2N(C)c3ccccc3[C@@]23C[C@@H](C(=O)OC)N=C3N1	4.5%	1.8%	0.1%	-15.0%	-5.7%
ClCC1=Nc2ccccc2Cc2ccccc21	9.1%	i	5.6%	x	40.0%
C[C@H](NC(=O)C1CCN(S(=O)(=O)c2ccccc2)CC1)C(=O)NCc1ccc(Cl)cc1Cl	-1.3%	2.6%	5.6%	7.7%	11.2%
Cc1cccc(NC(=O)CCN2C(=O)c3cccc([N+](=O)[O-])c3C2=O)c1	-5.5%	1.4%	-9.3%	1.9%	-3.5%
COc1ccc(N(CC(=O)N2CCCCCC2)S(=O)(=O)c2ccc(OC)c(OC)c2)cc1	-10.8%	1.2%	-2.5%	-8.9%	-3.4%
COc1ccc(-n2c(/C=C/c3cccc(F)c3)nc3ccccc3c2=O)c(OC)c1	10.5%	2.1%	4.4%	-3.2%	-6.2%
O=C(/C=C/c1ccccc1)Nc1ccc(NC(=O)c2cccs2)cc1	-1.4%	1.5%	3.1%	-0.9%	-7.0%
CCn1ncc(CN2CCC(Oc3ccc(C(=O)N4CCCC4)cc3)CC2)c1C	-0.6%	3.5%	-4.7%	0.4%	-5.2%
C[C@H]1COC(=O)CCCC/C=C\C[C@H](CC(=O)N(CCO)Cc2ccccc2)C(=O)N1	0.9%	0.2%	x	-10.8%	18.5%
COc1cccc(/C=N/Nc2snc(SC)c2C#N)c1	0.4%	2.3%	4.6%	-15.1%	4.3%
Cc1ccnn1CCC(=O)N1CCCC(Nc2ccc(F)c(F)c2)C1 (stereo unspecified)	1.4%	3.0%	-33.9%	-0.8%	2.6%
FC(F)(F)c1cc(-c2ccco2)nc(NCc2ccccc2)n1	7.0%	5.1%	-1.3%	7.8%	0.8%
COc1ccc2oc(C(=O)Nc3cccc(S(=O)(=O)N4CCOCC4)c3)c(C)c2c1	x	2.6%	x	-6.7%	x
CCc1cc2c3c(c(=O)oc2cc1OC(C)C(=O)O)CCCC3 (stereo unspecified)	3.2%	1.2%	-1.8%	-4.3%	22.2%
Cc1ccc(C2=Nc3ccccc3N=C(c3ccco3)C2)c(O)c1	3.7%	2.4%	-20.3%	9.4%	1.8%
Cc1cc(C)cc(Cn2ncc(Cl)c(Cl)c2=O)c1	u	x	-2.6%	x	u
O=C(c1cc2cc(Cl)ccc2oc1=O)N1CCN(c2ccccn2)CC1	4.6%	1.7%	4.5%	20.5%	22.2%
COC(=O)c1sccc1NC(=O)C12CC3CC(CC(C3)C1)C2	x	5.2%	-20.1%	1.3%	-3.7%
O=C(Nc1cccc(NC(=O)c2cccs2)c1)c1ccco1	-6.1%	8.5%	0.4%	-4.9%	54.6%
CCc1ccccc1NC(=O)CN1CCN(CC(=O)Nc2cc(C)ccc2OC)CC1	-4.0%	i	-12.9%	10.1%	-7.7%
Cc1ccc2sc(NC(=O)CSc3nc(C)cc(C)c3C#N)nc2c1	-1.6%	7.6%	-3.8%	3.1%	-8.5%
CCn1c(SCC(=O)Nc2ccc(NC(=O)c3ccco3)c(OC)c2)nc2ccccc2c1=O	-1.8%	2.3%	-6.2%&-6.2%	0.3%	7.0%
COc1ccc(S(=O)(=O)N(CC(=O)N/N=C/c2ccccc2C(=O)O)c2ccccc2OC)cc1	3.0%	0.1%	1.8%	9.9%	29.9%
COc1cc(C2CC(=O)NC(SCC(=O)Nc3ccccc3C)=C2C#N)ccc1O (stereo unspecified)	-4.9%	1.1%	-9.0%	-3.9%	3.8%
COc1ccc(C(=O)NNC(=O)c2cc(C)nc3ccccc23)cc1	-8.9%	i	x	-4.0%	-2.6%
Cc1cnc(C(=O)OCC(=O)Nc2ccc(Cl)cn2)cn1	-10.0%	1.9%	-5.1%	-4.3%	-5.9%
COC(=O)N1C(=O)[C@](c2ccsc2)(C(C)C)N1C(=O)OC	-4.6%	0.1%	-7.3%	-4.4%	36.1%
CC(NC(=O)CCc1nnc(-c2ccc(-c3ccccc3)cc2)o1)c1nc2ccccc2[nH]1 (stereo unspecified)	5.6%	9.6%	11.2%	-4.9%	28.8%
O=C(CCc1c[nH]c2ccccc12)N1CCN(c2ccc(O)cc2)CC1	54.2%	0.5%	0.3%	7.5%	23.2%
O=C(c1ccco1)N1CCN(C2CC(=O)N(c3ccc4c(c3)OCO4)C2=O)CC1 (stereo unspecified)	-8.9%	1.4%	-8.3%	4.5%	-2.1%
O=C(CSc1nc(O)cc(=O)n1C1CCCC1)Nc1cccc(Cl)c1Cl	3.6%	i	0.8%	2.5%	6.5%
Cc1ccc(C(=O)N/C(=C/c2ccc(-c3cccc([N+](=O)[O-])c3)o2)C(=O)NCCCN(C)C)cc1	-0.5%	12.2%	15.5%	7.2%	45.0%
CCOC(=O)CSc1nnc(-c2ccco2)n1C	x	0.1%	3.8%	0.6%	x
O=C(O)C1CC=CCC1C(=O)NCCc1ccccc1 (stereo unspecified)	39.7%	0.1%	-12.2%	3.2%	6.4%
O=C(COc1ccc2c(c1)C(=O)CC1(CCCCC1)O2)NCc1ccccc1	9.1%	3.3%	-0.4%	4.1%	35.1%
O=C(Cc1ccccc1)NCC(=O)N1CCc2ccccc2C1	-0.7%	1.0%	-12.6%	2.2%	1.8%
Cc1cccc(C(=O)NCCN2CCCC2)c1	-15.9%	1.6%	5.6%	1.4%	12.5%	inhibitors of VEEV 10K pilot screen=0.7
OCCC1CN(Cc2ccc(F)cc2)CCN1CCCc1ccccc1 (stereo unspecified)	7.4%	0.1%	-0.3%	-0.4%	14.3%
COc1ccc(OC)c(CN2CCN(S(=O)(=O)c3ccc(NC(C)=O)cc3)CC2)c1	-3.5%	2.2%	-2.6%	-5.0%	6.2%
Cc1ccc(N(Cc2ccccc2)C(=O)c2ccc(Cl)c(S(=O)(=O)N3CCOCC3)c2)cc1	7.0%	9.4%	8.7%	-5.5%	13.8%

(continued)
SMILES	H37Rv inhibition	inhibitors of VEEV	PhoP GFP inhibition	H1N1 NS1A inhibition	M. tuberculosis	others
COc1ccc(NC(=S)N(CCCN2CCOCC2)Cc2ccco2)cc1	1.9%	1.1%	3.1%	4.7%	-20.8%
N#Cc1nc(-c2cccs2)oc1NCC1CCCO1 (stereo unspecified)	9.9%	2.1%	7.5%	-2.0%	11.1%
CC(CC(C#N)(c1ccccc1)c1ccccc1)N1CCOCC1 (stereo unspecified)	x	i	x	-23.0%	x
CC(=O)N1C[C@H]2CON(C)[C@H]2C[C@H]1c1cccc(-c2ccccc2C)c1	x	i	x	17.7%	x
Cc1ccc2c(Cl)cc(Cl)c(OCC(=O)Nc3cc(S(=O)(=O)N(C)C)ccc3C)c2n1	-10.8%	6.4%	1.2%	5.2%	71.9%
CCN(CC)S(=O)(=O)c1ccc2oc(C(=O)NCCN3CCOCC3)c(C)c2c1	-1.4%	1.4%	5.4%	-10.0%	2.5%
NC(=O)Nc1ccc(C(=O)OCC(=O)NC2CCCc3ccccc32)cc1 (stereo unspecified)	-0.5%	1.6%	x	-4.2%	29.8%
